WT yeast gro inh: growth inhibition of WT yeast, mitochondrial fusion screen; mitochondrial fusion phenotypic screen, WT strain; inhibition, % at 10 µM; 190,000 compounds, 2.1% hits; AID 1362; in the data active = inhibition above about 58%; tested in S. cerevisiae
M1AAP inhibition: malaria alanyl aminopeptidase activity blockers – biochemical, fluorogenic H-Leu-NHMec substrate, 1536-well (AID 1445); 220,000 compounds, 0.42% hits; inhibition, % at 30 µM; hits with a dose series show IC50 in µM; recombinant M1AAP, H-Leu-NHMec fluorogenic kinetic assay; higher % means a stronger effect;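 active = primary inhibition above the hit cutoff, then over 50% inhibition at one or more dose response concentrations, cut at about 23% in these data, passing the limit was not always enough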;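 note: plate controls were DMSO full reaction for no effect and no enzyme background for full effect; strong numbers were not always called active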
Dynein cargo inh: blocks dynein driven cargo transport along microtubules. 3617.4 mouse cells, GR-EGFP nuclear translocation imaging; test concentration mostly 20 µM; stimulated with dexamethasone, 1 µM; hits give low values. z-score, hits read low. 220,000 compounds, 0.47% hits. AID 1381;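 active = plate z-score of nuclear minus cytoplasmic receptor signal below a set negative limit, without overly bright fluorescence or cell loss, cut at about -3.5 in these data, passing the limit was not always enough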;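 note: z-score of nuclear minus cytoplasmic ring GR-EGFP intensity difference per well; some compounds called inactive have numbers as strong as hits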
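Buffer or medium: tetracycline-free induction medium containing charcoal-stripped FBS / Reagent: dexamethasone agonist, 1.0 µM final, for 30 min / Technique: automated 10x imaging of fixed Hoechst-stained cells / Times: induction 48 h, compound 1 h, agonist 30 min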
Yfh1-off respiration: enhancers of respiration in Yfh1-depleted yeast, dose response, Friedreich's ataxia, plus single-dose screen (AID 1465) | S. cerevisiae Yfh1-off respiration, WST-1 reduction, 72 h; higher fold induction means a stronger effect | fold induction at 50 µM, or EC50 in µM where a hit was titrated | 220,000 compounds, 0.074% hits;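 active = fold induction of absorbance versus untreated yeast above a set limit, then at least 30% activation at any dose in follow-up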;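 note: activators that raise dye reduction in frataxin-depleted yeast; strong numbers were not always called active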
P. falciparum M17LAP: P. falciparum M17LAP inhibitors, primary screen, biochemical, fluorogenic H-Leu-NHMec substrate, 1536-well (AID 1619) | recombinant M17LAP, H-Leu-NHMec fluorogenic kinetic assay; higher % means a stronger effect | one-dose inhibition, % at 30 µM; IC50 in µM for titrated hits | 220,000 compounds, 0.38% hits;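 active = compound inhibiting the enzyme by more than half at any dose during confirmatory dose-response retesting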;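 note: plate controls were full reaction with DMSO carrier for no effect and no enzyme background for full effect; strong numbers were not always called active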
bCat nuc transl: modulators of beta-catenin nuclear translocation. nuclear translocation activity, % at 5 µM. AID 1665. HeLa beta-catenin nuclear translocation, immunofluorescence imaging. 190,000 compounds, 0.3% hits;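 active = nuclear translocation activity above 50% at 5 µM, with a well cell count of 50 or more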;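 note: per-cell ratio of nuclear to cytoplasmic median beta-catenin stain intensity; plate controls were DMSO negative control for no effect and GSK-3 inhibitor IX positive control for full effect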
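Test system: human HeLa cell line; Doses: 5 µM primary, 0.02–20 µM confirmation; Incubation: 24 h compound exposure, 37°C; Detection: beta-catenin immunofluorescence imaging with DAPI; Read-out: beta-catenin nuclear/cytoplasmic ratio, % activation.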
Autophagy mod: modulators of autophagy. MEF GFP-LC3 puncta imaging; test concentration mostly 10 µM. calls only at 10 µM (by protocol). 190,000 compounds, 0.98% hits;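 active = percentage of spot-positive cells more than 3 SD above its plate mean, without a fluorescence outlier flag or 80% toxicity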;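 note: spot-positive cell cutoff set from DMSO-treated cells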
T cell modulator: T cell immune modulators affecting CD8 T cell-vesicle binding. 2C CD8+ T cell-vesicle binding, flow cytometry; hits give low values. calls only at 7 µM. 330,000 compounds, 0.068% hits. AID 2052;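 active = response, share of CD8 T cells binding vesicles, and their 90th percentile fluorescence all below set limits, cut at about 80% in these data, passing the limit was not always enough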
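Incubation: binding step 1.5 h, 37 °C, antibody labelling 20 min, ice; system: murine 2C transgenic CD8+ T lymphocytes; technique: cytometric PE anti-B7-1 and Alexa647 anti-CD8 signals after 1% paraformaldehyde fixation; also added: QL9-charged Drosophila Ld/ICAM-1/B7-1 vesicles; control set: naked versus QL9-loaded vesicles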
MT stabilizer: stabilizes microtubules in HeLa cells; HeLa tubulin immunostaining HCS, 24 h; share of cells brighter than vehicle mean+2SD; % tubulin-high responders, % at 10 µM; 200,000 compounds, 0.83% hits; AID 2205;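 active = plate Z-score above 3 for both tubulin-high and condensed-nucleus cell shares, with cell loss under 80%, at 10 µM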;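 note: anti alpha tubulin signal scored within the nucleus-defined area of each cell; some results filed as inactive read as strong as hits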
WT yeast gro inh mutant strain: second read-out of WT yeast gro inh, no call of its own (marks repeat the call); inhibition, %; mitochondrial fusion phenotypic screen, mutant strain inhibition
Dynein cargo inh cytoplasmic EGFP: second read-out of Dynein cargo inh, no call of its own (marks repeat the call); z-score; measured here: cytoplasmic GR-EGFP intensity; hits give high values
Dynein cargo inh nuclear GR-EGFP: second read-out of Dynein cargo inh, no call of its own (marks repeat the call); z-score; measured here: nuclear GR-EGFP intensity;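 lower value marks the stronger effect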
Dynein cargo inh cell count: also measured in Dynein cargo inh; calls as there; z-score; measured here: cell count per field
bCat nuc transl cell count 5 µM: also measured in bCat nuc transl; calls as there; cell count; measured here: cell count, cytotoxicity flag
T cell modulator vesicle-bound %: recorded beside T cell modulator, whose call it bears; double positive events, %; measured here: CD8+ vesicle-bound cell fraction;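 binding gate set so that unloaded-vesicle control wells show 10% double positive cells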
MT stabilizer Hoechst-high %: further read-out of MT stabilizer, marked with its call; % Hoechst-high responders; measured here: nuclear condensation Hoechst responders;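 share of cells brighter than vehicle mean plus two SD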
MT stabilizer cytotoxicity %: further read-out of MT stabilizer, marked with its call; toxicity, %; measured here: cytotoxicity by cell density;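 0% = mean cell density of plate MIN control wells and 100% = no cells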
Autophagy mod cell loss 18 h: recorded beside Autophagy mod, whose call it bears; toxicity, %; measured here: cell loss, nuclei count;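 cell loss after 18 h compound exposure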
* hit, by the source's call; i = inactive; . = not tested or not shown. Not a hit list; any-hit rate near 4.4%.

Key to letters – A = WT yeast gro inh; B = WT yeast gro inh mutant strain; C = M1AAP inhibition; D = Dynein cargo inh; E = Dynein cargo inh cytoplasmic EGFP; F = Dynein cargo inh nuclear GR-EGFP; G = Dynein cargo inh cell count; H = Yfh1-off respiration; I = P. falciparum M17LAP; J = bCat nuc transl; K = bCat nuc transl cell count 5 µM; L = Autophagy mod; M = Autophagy mod cell loss 18 h; N = T cell modulator; O = T cell modulator vesicle-bound %; P = MT stabilizer; Q = MT stabilizer Hoechst-high %; R = MT stabilizer cytotoxicity %
COCCNC(=O)C(c1ccc(C)o1)N(Cc1ccccc1)C(=O)Cn1nnc2ccccc21 (stereo unspecified)
  A: -19; B: 6; C: -11%; D: -0.2; E: -0.18; F: -0.096; G: 0.42; H: i; I: -7%; J: -1.3; K: 1142; L: i; M: 1; N: i; O: 21; P: 1.2; Q: 2.8; R: 8.1
CNC(=O)c1cc2c(ccc3ccccc32)o1
  A: 3; B: 8; C: 3%; D: 0.2; E: -0.25; F: 0.27; G: -0.34; H: i; I: -5%; J: 0.7; K: 1440; L: i; M: -23; N: i; O: 46; P: 1.7; Q: 2.2; R: 7.7
S=C(NCCC1=CCCCC1)Nc1ccccc1
  A: 13; B: -10; C: -4%; D: -0.4; E: 0.075; F: -0.29; G: 1.6; H: i; I: 4%; J: -1.6; K: 1468; L: i; M: 46; N: i; O: 14; P: 0.7; Q: 1.0; R: 3.3
CCOC(=O)c1sc(N)c(C(=O)OC)c1C
  A: 22; B: 11; C: -3%; D: 2; E: 0.071; F: 1; G: -1.2; H: i; I: -8%; J: 1.5; K: 979; L: i; M: -19; N: i; O: 40; P: 2.7; Q: 1.3; R: 9.0
O=C(NCc1ccccc1)c1c(O)c2cccc3c2n(c1=O)CCC3
  A: -6; B: -2; C: -10%; D: 0.39; E: -0.26; F: 0.11; G: -0.069; H: i; I: 0%; J: -1.4; K: 1118; L: i; M: 9; N: i; O: 6; P: 3.5; Q: 1.7; R: 0.6
Cc1nc2ccccn2c1-c1nnco1
  A: -11; B: 3; C: 3%; D: 1.3; E: -0.24; F: 0.84; G: -0.89; H: i; I: 5%; J: -7.2; K: 966; L: i; M: 4; N: i; O: 51; P: 6.1; Q: 3.2; R: 1.7
Brc1ccc(CSc2nnc(-c3ccccn3)n2Cc2ccco2)cc1
  A: 18; B: 4; C: 18%; D: -0.91; E: -0.21; F: -0.78; G: 0.56; H: i; I: -3%; J: 100*; K: 388*; L: i; M: 26; N: i; O: 8; P: 31; Q: 11; R: 73
CC(=O)OC1CC(C)(C)N(OC(=O)c2ccc(N)cc2)C(C)(C)C1
  A: 1; B: 5; C: 5%; D: 1.1; E: -0.22; F: 0.47; G: -0.42; H: i; I: -10%; J: .; K: .; L: i; M: -2; N: i; O: 19; P: 3.5; Q: 2.8; R: 7.9
Cc1cc(NC(=O)/C=C/C(=O)N(c2ccccc2C)C(C(=O)NC2CCCC2)c2ccc(F)cc2)no1 (stereo unspecified)
  A: -1; B: -19; C: -2%; D: -2.6; E: 0.47; F: -1.2; G: 0.18; H: .; I: -2%; J: -2.6; K: 1386; L: i; M: 9; N: i; O: 41; P: 2.2; Q: 3.1; R: 3.9
Cc1onc(-c2ccccc2)c1-c1nnc(-c2ccccc2C(F)(F)F)o1
  A: .; B: .; C: 2%; D: 0.57; E: -0.16; F: 0.22; G: -0.47; H: i; I: -3%; J: 0.8; K: 1195; L: .; M: .; N: i; O: 28; P: .; Q: .; R: .

(further entries)
compound	WT yeast gro inh	WT yeast gro inh mutant strain	M1AAP inhibition	Dynein cargo inh	Dynein cargo inh cytoplasmic EGFP	Dynein cargo inh nuclear GR-EGFP	Dynein cargo inh cell count	Yfh1-off respiration	P. falciparum M17LAP	bCat nuc transl	bCat nuc transl cell count 5 µM	Autophagy mod	Autophagy mod cell loss 18 h	T cell modulator	T cell modulator vesicle-bound %	MT stabilizer	MT stabilizer Hoechst-high %	MT stabilizer cytotoxicity %
COc1ccc(-c2nc(NC3=NCCCCC3)sc2C)cc1	26	28	3%	-0.12	-0.3	0.17	0.4	i	1%	7.3	960	i	-4	i	50	6.5	2.2	11
O=C(CCCO)NC1Cc2ccccc2C1	.	.	-1%	0.19	-0.25	-0.00073	0.5	i	-7%	1.7	1032	.	.	i	18	.	.	.
S=C(NCC1CC1)N/N=C/c1ccccc1Cl	.	.	4%	0.09	-0.29	-0.024	0.92	i	0%	0.8	1320	.	.	i	44	.	.	.
Cc1cccc(N2CCC(N=CN(C)C)=N2)c1	18	11	4%	0.071	-0.19	0.046	-0.083	i	71%	-2.2	957	i	0	i	35	4.1	3.0	1.3
COc1nc(OC)nc(N2CCCCCC2)n1	-2	7	1%	-0.39	-0.18	-0.37	-0.022	i	7%	2.5	477	i	-2	i	32	2.9	2.4	6.5
COC(=O)c1cc(Br)c(=O)n(Cc2cccnc2)c1	8	29	1%	0.14	-0.093	0.35	0.33	i	8%	.	.	i	-5	i	2	1.6	1.0	6.2
O=S1(=O)CCC(N=Cc2cc(Br)ccc2O)C1 (stereo unspecified)	-2	15	16%	0.11	-0.18	0.76	-1.2	i	3%	.	.	i	-4	i	49	1.8	2.1	9.2
COC(=O)C(=Nc1ccccc1)/C(C(=O)C(=O)N(C)c1ccccc1)=C(\O)c1ccccc1	.	.	16%	-0.37	-0.24	0.16	0.21	i	36%	-0.2	1315	.	.	i	20	.	.	.

Five entries already listed, arranged by count of non-hydrogen atoms, high to low:
compound	WT yeast gro inh	WT yeast gro inh mutant strain	M1AAP inhibition	Dynein cargo inh	Dynein cargo inh cytoplasmic EGFP	Dynein cargo inh nuclear GR-EGFP	Dynein cargo inh cell count	Yfh1-off respiration	P. falciparum M17LAP	bCat nuc transl	bCat nuc transl cell count 5 µM	Autophagy mod	Autophagy mod cell loss 18 h	T cell modulator	T cell modulator vesicle-bound %	MT stabilizer	MT stabilizer Hoechst-high %	MT stabilizer cytotoxicity %
COC(=O)C(=Nc1ccccc1)/C(C(=O)C(=O)N(C)c1ccccc1)=C(\O)c1ccccc1	.	.	16%	-0.37	-0.24	0.16	0.21	i	36%	-0.2	1315	.	.	i	20	.	.	.
COc1ccc(-c2nc(NC3=NCCCCC3)sc2C)cc1	26	28	3%	-0.12	-0.3	0.17	0.4	i	1%	7.3	960	i	-4	i	50	6.5	2.2	11
COC(=O)c1cc(Br)c(=O)n(Cc2cccnc2)c1	8	29	1%	0.14	-0.093	0.35	0.33	i	8%	.	.	i	-5	i	2	1.6	1.0	6.2
S=C(NCC1CC1)N/N=C/c1ccccc1Cl	.	.	4%	0.09	-0.29	-0.024	0.92	i	0%	0.8	1320	.	.	i	44	.	.	.
O=C(CCCO)NC1Cc2ccccc2C1	.	.	-1%	0.19	-0.25	-0.00073	0.5	i	-7%	1.7	1032	.	.	i	18	.	.	.

(next part)
compound	WT yeast gro inh	WT yeast gro inh mutant strain	M1AAP inhibition	Dynein cargo inh	Dynein cargo inh cytoplasmic EGFP	Dynein cargo inh nuclear GR-EGFP	Dynein cargo inh cell count	Yfh1-off respiration	P. falciparum M17LAP	bCat nuc transl	bCat nuc transl cell count 5 µM	Autophagy mod	Autophagy mod cell loss 18 h	T cell modulator	T cell modulator vesicle-bound %	MT stabilizer	MT stabilizer Hoechst-high %	MT stabilizer cytotoxicity %
COc1ccc(CN2CC(=O)N(c3ccccc3C)C2=S)cc1OC	28	10	-2%	-0.89	-0.24	-0.68	1.4	i	5%	-1.1	1099	i	-16	i	20	3.9	1.8	6.6
Cc1[nH][nH]c(=O)c1C(c1cc2c(cc1Br)OCO2)c1c(C)[nH][nH]c1=O	4	8	0%	-0.52	0.52	-0.3	0.65	i	2%	1.6	1076	i	9	i	43	2.5	1.6	5.7
COc1ccc(S(=O)(=O)N(C)C)cc1NC(=O)Cc1cccs1	-34	11	8%	-1.3	0.3	-0.74	-0.001	i	-2%	4.5	847	i	26	i	33	3.8	3.3	4.2
c1ccc2oc(-c3ccc(Nc4nc(N5CCCCC5)nc(N5CCOCC5)n4)cc3)nc2c1	13	8	-1%	0.02	-0.22	-0.87	-0.073	.	-13%	-1.7	1545	i	-7	i	23	2.8	1.3	3.4
CCOC(=O)C1=C(CSc2nccn2C)NC(=O)NC1c1ccc2c(c1)OCO2 (stereo unspecified)	-23	-10	-2%	1.4	-0.27	0.88	-0.59	i	-5%	-2.1	1207	i	4	i	39	3.5	1.9	6.7
COc1ccc(-c2coc3cc4oc(=O)cc(-c5ccccc5)c4cc23)cc1F	5	-1	-5%	0.37	-0.15	0.75	-1	i	3%	148*	144*	i	44	i	1	17*	37*	40*
O=C(NCC1c2ccccc2CCN1C(=O)CN1CCOCC1)C1CCCCC1 (stereo unspecified)	-14	-14	-2%	-0.36	-0.3	0.14	0.14	i	7%	-4.3	978	i	21	i	22	3.0	1.3	6.7

Bioassay records (PubChem)
